Assay outcomes (PubChem)
MC4R ag barr: MC4R agonists recruiting beta-arrestin, primary screen, cell-based, luminescence, agonist arm of biased-ligand search; Melanocortin receptor 4 (Homo sapiens), P32245; U2OS MC4R beta-arrestin complementation; percent of melanotan II response, DMSO zero; activation, % at 8.9 µM; hit rate 0.98% among 360,000;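 active = activation above a per-plate cutoff, the mean activation of sample wells on that plate plus 3 SD, cut at about 8% in these data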
CaV13 FRET inh: Disruptors of the CACNA1D IQ motif to Ca2+-dependent inactivation inhibitor domain association, primary screening, Förster resonance energy transfer in intact living …; hit rate 0.098% among 340,000; HEK cells, CFP/YFP FRET ICDI-IQ, plate reader, 10 min; percent FRET-ratio fall versus neutral wells; inhibition, % at 12.3 µM;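 active = mean replicate inhibition of at least 30% and at least 1% of replicates passing that level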;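 also: 0% = median of the neutral control wells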
ABCB6 inh MLPCN: ABCB6 transporter inhibitors, primary screen, K562-ABCB6 cells, flow cytometry, MLPCN library; hit rate 0.19% among 360,000; ATP-binding cassette sub-family B member 6 (Homo sapiens), Q9NP58; fluorescence ratio to DMSO, % at 10 µM; K562-ABCB6 porphyrin accumulation, 1 h; stronger effect = lower value;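 active = fluorescence ratio to DMSO below 75%, the collection mean minus 3 SD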;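 also: signal is porphyrin accumulated inside mitochondria; 100% equals median channel fluorescence of DMSO control wells; lower ratio means ABCB6 inhibition with less porphyrin fluorescence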
Vif inh: HIV Vif self-association inhibitors, primary screen, imaging, HEK293T, single point | HEK293T cells, Vif self-association by quenched fluorescence, 24 h | inhibition, % at 7.49 µM | hit rate 0.35% among 340,000 | AID 602346, 2012; in the data active = inhibition above about 50%, passing the limit was not always enough; also: some results filed as inactive read as strong as hits
Glyco luc inh: increase of ERlucT glycosylation luciferase signal, primary screen, N-linked glycosylation inhibitor project, D54 ERlucT cells, luminescence, set 2; reporter increase, % at 12.5 µM; hit rate 0.23% among 360,000; D54 ERlucT glycosylation luciferase reporter, 24 h; percent of 100 nM tunicamycin response;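 active = mean luciferase reporter signal, scaled so untreated is 0 and the glycosylation-blocking control 100, at or above a set limit in every replicate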;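 also: luciferase carries N-glycosylation sites so blocking glycosylation raises the light; 0% = median of neutral control wells and 100% = median of 100 nM tunicamycin wells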
PDI turbidity: inhibitors of human PDI, primary screen, biochemical, turbidity, single point, plate reader; PDI insulin aggregation turbidity, A650, 90 min; inhibition, % at 10 µM; Protein disulfide-isomerase (Homo sapiens), P07237; hit rate 0.052% among 350,000; AID 588391, 2011;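 active = mean inhibition across replicates of 30% or more, whatever share of single replicates reach that level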;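 also: absorbance from insulin aggregation driven by PDI reduction with DTT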
Target sequence (P07237 whole entry, looked up): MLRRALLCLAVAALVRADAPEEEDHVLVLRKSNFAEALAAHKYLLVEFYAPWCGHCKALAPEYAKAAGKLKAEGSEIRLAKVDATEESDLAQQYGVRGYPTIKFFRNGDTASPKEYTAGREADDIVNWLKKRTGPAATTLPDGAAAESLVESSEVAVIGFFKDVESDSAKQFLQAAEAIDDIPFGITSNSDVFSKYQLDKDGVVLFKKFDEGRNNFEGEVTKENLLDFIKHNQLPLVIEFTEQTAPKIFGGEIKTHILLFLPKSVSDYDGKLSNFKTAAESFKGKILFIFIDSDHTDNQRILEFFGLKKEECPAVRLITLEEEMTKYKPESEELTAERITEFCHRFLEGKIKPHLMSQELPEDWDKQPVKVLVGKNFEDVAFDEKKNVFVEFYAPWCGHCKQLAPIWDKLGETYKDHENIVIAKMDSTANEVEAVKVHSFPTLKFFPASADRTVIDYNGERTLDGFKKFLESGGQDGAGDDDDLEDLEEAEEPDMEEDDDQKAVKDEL
aDG glyco act: activators of alpha-DG glycosylation, primary screen, uHTS, Pro5-aDG cells, AlphaScreen; alpha-DG glycosylation AlphaScreen (IIH6); 0% Pro5, 100% B10-LARGE cell signal; activation, % at 10 µM; hit rate 0.22% among 360,000; AID 624168, 2012;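 active = activation of at least 8% versus controls, or a plate z-score of at least 8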;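 also: Pro5 are CHO cells carrying HIG-tagged alpha-DG that lacks glycosylation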
H9c2 protect: cardioprotection against H2O2-induced cell death, primary screen, uHTS, H9c2 cells, ATPLite luminescence; H9c2 cardiomyocytes, H2O2 injury protection, 2 h; hit rate 0.63% among 360,000; AID 588492, 2011; protection from H2O2 cell death, % at 20 µM;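 active = compounds giving at least 50% protection of heart cells from peroxide-induced death in the single-dose screen, raw or plate-pattern-corrected value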;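 also: 0% = DMSO wells with peroxide and 100% = DMSO wells without peroxide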
MC4R antag cAMP: MC4R antagonists of cAMP signaling, primary screen, cell-based, TR-FRET, antagonist arm of biased-ligand search. Melanocortin receptor 4 (Homo sapiens), P32245. MC4R-expressing cells, MTII-stimulated cAMP, LANCE TR-FRET. inhibition, % at 6.5 µM. hit rate 0.48% among 360,000. AID 540295, 2011;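 active = inhibition above its plate's cutoff, the mean of tested wells on that plate plus 3 SD, cut at about 29% in these data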;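 also: 0% = Melanotan II alone and 100% = Melanotan II plus saturating MCL0020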
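System – human MC4R-expressing U2OS cells · Also added – Melanotan II · Dosing – one concentration, 6.5 µM nominal · Timing – 30-min compound, 1-h challenge, 1-h detection, room temperature · Measured by – Eu-cAMP/anti-cAMP TR-FRET, emission 671 nm · Replicates – singlicate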
HTR2A ag: mouse Htr2a agonists via beta-arrestin recruitment, primary screen, cell-based, luminescence; 5-hydroxytryptamine receptor 2A (Mus musculus), P35363; CHO-K1 mHTR2A beta-arrestin complementation; percent of 30 µM serotonin response; activation, % at 7.6 µM; hit rate 0.66% among 360,000; AID 624169, 2012;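 active = activation above a run cutoff, the mean activation of all tested compounds plus 3 SD, cut at about 14% in these data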;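 also: 0% = plate median of compound wells and 100% = 30 µM serotonin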
Target sequence (P35363 whole entry, looked up): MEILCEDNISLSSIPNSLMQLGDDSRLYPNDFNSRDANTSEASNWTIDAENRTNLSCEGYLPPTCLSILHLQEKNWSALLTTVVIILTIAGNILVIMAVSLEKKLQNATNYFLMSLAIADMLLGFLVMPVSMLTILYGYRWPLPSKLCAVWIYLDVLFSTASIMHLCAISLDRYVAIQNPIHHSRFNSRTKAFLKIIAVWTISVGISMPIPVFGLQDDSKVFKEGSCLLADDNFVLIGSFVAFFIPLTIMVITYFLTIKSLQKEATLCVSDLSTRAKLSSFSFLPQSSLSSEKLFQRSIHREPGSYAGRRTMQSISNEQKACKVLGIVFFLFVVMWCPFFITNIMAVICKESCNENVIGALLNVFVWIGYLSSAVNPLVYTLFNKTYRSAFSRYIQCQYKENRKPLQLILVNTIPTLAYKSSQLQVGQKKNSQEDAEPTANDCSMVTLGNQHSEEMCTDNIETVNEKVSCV
* hit, by the source's call; . = not tested or not shown.

No.	Molecule	aDG glyco act	MC4R ag barr	Glyco luc inh	MC4R antag cAMP	HTR2A ag	ABCB6 inh MLPCN	Vif inh	CaV13 FRET inh	H9c2 protect	PDI turbidity
1	COc1ccc(CCN(Cc2cccs2)S(=O)(=O)c2ccc(-n3cnnn3)c(OC)c2)cc1OC	0.0	-0.3	-4	11	1	100	.	-8	4	-6
2	COc1ccc(N2C(=O)CC(N3CCN(S(=O)(=O)c4c(C)cc(C)cc4C)CC3)C2=O)cc1 (stereo not drawn)	-0.2	-0.4	-1	6	5	99	4	-6	-10	-5
3	CC(=O)Nc1cccc(NC(=O)CSc2nnc(Cc3cccn3C)n2-c2ccc(C)cc2)c1	-0.1	1.5	2	15	-3	103	7	-8	1	6
4	COc1ccccc1C1=NOC(Cn2c(NCCCO)nc3c2c(=O)n(C)c(=O)n3C)C1 (stereo not drawn)	-0.1	-0.4	2	16	-3	98	0	-3	7	-3
5	O=C(c1ccc(F)cc1F)N1CCCC(c2nc(-c3cccs3)no2)C1 (stereo not drawn)	0.2	0.1	-2	2	-6	96	-13	-3	-1	-1
6	CCN(C(=O)c1cnc(OC)cc1C(F)(F)F)c1ccc(Cl)cc1Cl	0.1	1.1	1	-2	0	101	-9	-4	6	-2
7	CCOC(=O)CN(c1ccccn1)S(=O)(=O)c1ccccc1	0.0	-1.5	3	4	1	99	-9	-5	9	-18
8	O=[N+]([O-])c1ccc(NCCNS(=O)(=O)c2ccccc2)c(C(F)(F)F)c1	1.6	1.7	-1	8	0	99	-2	.	-21	-4
9	O=C(c1ccco1)N1CCN(S(=O)(=O)c2ccc3[nH]c(=O)oc3c2)CC1	0.0	-0.8	1	1	-3	98	-14	-5	1	-1
10	CCCOc1ccc(F)cc1-c1cc(C(=O)NCc2ccc(C(F)(F)F)cc2)[nH]n1	0.4	1.5	-2	5	-7	91	10	.	-3	18
11	Cc1cnc(NC(=O)NCC2CCCC(CNC(=O)Nc3ncc(C)s3)C2)s1 (stereo not drawn)	-0.1	-0.5	7	10	-8	98	-10	-7	1	0
12	Cn1c(NCCO)nc2c(c1=O)C1(CCCCC1)Cc1ccccc1-2	0.0	1.5	-2	6	1	98	.	-6	7	-10
13	COC(=O)CN(c1ccc(OC)cc1)S(=O)(=O)c1c(C)noc1C	0.2	-0.5	3	4	-2	96	6	-3	7	3
14	Cc1cc(C)cc(N2C(=O)CN(Cc3ccccc3)C2=S)c1	-0.1	0.5	-2	7	3	120	-2	-18	14	3
15	CCOc1ccc(CNC(=O)CN2C(=O)C(c3ccccc3)Oc3cccnc32)cc1 (stereo not drawn)	-0.4	-1.5	-3	24	0	95	2	-15	4	-3
16	CCN1CC=C2C(C#N)=C(N)C(C#N)(C#N)C(CCc3ccccc3)C2C1 (stereo not drawn)	-0.2	-1.1	3	2	1	98	79*	1	13	6
17	Cc1csc(Nc2cccc3ccccc23)n1	-0.5	6.1	1	-5	0	102	.	-18	-7	-48
18	COc1ccccc1CNC(=O)c1cc(-c2ccc(F)cc2OC)n[nH]1	0.4	-0.2	1	12	-3	98	5	-5	4	-9
19	COC(=O)c1cc(C(=O)c2cccc(Cl)c2Cl)cn1C	0.3	-1.3	-1	12	0	95	-11	-3	-1	-5
20	COc1ccc(C2=NOC(C(=O)N3CCOCC3)C2)cc1OC (stereo not drawn)	-0.1	-1.9	2	7	1	102	8	-6	3	-3
21	Cc1ccc(S(=O)(=O)N(C)C2(C)CCS(=O)(=O)C2)cc1 (stereo not drawn)	0.2	-2.2	2	8	1	92	4	-7	-1	7
22	CC(C)(C)NC(=O)CSc1nncn1NCc1ccccc1	0.0	-2.7	0	4	6	100	9	9	7	1
23	CC(=O)N1CC[n+]2c(-c3ccc([N+](=O)[O-])cc3)csc21	-0.2	0.5	2	-6	4	95	10	-20	12	0
24	COc1ccc(OC)c(C2C(C(C)=O)=C(O)C(=O)N2c2ccc(O)cc2)c1 (stereo not drawn)	-0.1	-0.9	3	-6	-2	99	2	-6	9	3
25	Cc1cc([N+](=O)[O-])ccc1NC(=O)Cc1ccc(F)cc1	-0.2	-0.7	0	2	1	100	6	-2	-1	-2
26	COc1ccc(C(=O)Nc2ccc3nc4n(c(=O)c3c2)CCCCC4)cc1OC	-0.4	-1.3	-2	-10	-1	95	.	-5	6	0
27	Clc1ccc(-c2cc3ccccc3nc2N2CCOCC2)cc1	-0.2	2.5	-3	14	0	103	-7	-4	-4	-2
28	CC1CN(S(=O)(=O)c2cccc(C(=O)OCC(=O)c3cccs3)c2)CC(C)O1 (stereo not drawn)	-0.1	-1.0	1	11	1	93	0	-4	5	1
29	CC(NC(=O)COC(=O)COc1ccc(Cl)cc1)c1ccccc1 (stereo not drawn)	0.0	-0.4	-3	-5	5	97	5	-7	1	2
30	CC(C)CCN(C(=O)CNC(=O)c1ccco1)C(C(=O)NC1CCCCC1)c1ccco1 (stereo not drawn)	-0.1	-1.6	-1	0	-1	99	-2	-4	52*	2

Shown as a hit in Vif inh, of those listed so far:
cpd	smiles	aDG glyco act	MC4R ag barr	Glyco luc inh	MC4R antag cAMP	HTR2A ag	ABCB6 inh MLPCN	Vif inh	CaV13 FRET inh	PDI turbidity
16	CCN1CC=C2C(C#N)=C(N)C(C#N)(C#N)C(CCc3ccccc3)C2C1 (stereo not drawn)	-0.2	-1.1	3	2	1	98	79*	1	6

Further compounds follow:
No.	Molecule	aDG glyco act	MC4R ag barr	Glyco luc inh	MC4R antag cAMP	HTR2A ag	ABCB6 inh MLPCN	Vif inh	CaV13 FRET inh	H9c2 protect	PDI turbidity
31	CCN(CC)CCN1C(=O)C(=O)/C(=C(/O)c2c(C)[nH]c(C(=O)OC)c2C)C1c1ccccc1 (stereo not drawn)	-0.2	2.1	-4	0	2	86	0	-5	7	-9
32	CCCCNC1=CC(=O)C(=O)c2ccccc21	6.9*	-1.2	-13	-18	0	101	1	-5	-26	-4
33	C[C@@H](CSc1ccccc1)CN1CC[C@H](C(C)(C)C)CCC1=O	-0.2	0.1	-5	-3	0	97	7	-5	10	7
34	CCOC(=O)c1c(-c2ccc(C)o2)csc1NC(=O)CN1CCN(CC)CC1	0.4	-0.7	0	11	-5	90	5	.	0	0
35	CCN(Cc1cc2cc(C)ccc2[nH]c1=O)S(=O)(=O)c1ccccc1	0.1	-0.9	1	-4	1	94	-26	-4	3	-2
36	CN(C)N1C(N)=C(C#N)C(c2ccsc2)C2=C1CCCC2=O (stereo not drawn)	-0.1	-1.1	1	8	-5	105	20	-3	9	2
37	O=C(NC(=S)N(Cc1ccccc1)Cc1ccccc1)C1CCCCC1	-0.1	4.5	-2	18	-6	91	.	-5	-2	-7
38	CCCN(CCO)Cc1cccc(Br)c1	0.1	-0.6	0	0	3	109	18	-5	1	-3
39	Cc1cc2c(=O)oc(-c3ccc(F)cc3)nc2s1	0.1	-1.6	1	7	4	97	-7	8	-5	0
40	Cc1nn(C)c(C(=O)Nc2ccn(Cc3c(F)c(F)cc(F)c3F)n2)c1[N+](=O)[O-]	-0.1	-0.2	-2	0	2	115	.	-4	-3	-17
41	COc1ccc(Cc2nnc(NC(=O)c3ccco3)s2)cc1	-0.2	-0.7	0	-5	-4	97	-2	.	-1	-2
42	CC(=O)Nc1ccc(S(=O)(=O)NCc2ccc(C)cc2)cc1	0.0	0.7	-1	4	1	98	0	-6	-7	-2
43	CN(CC(=O)N1CCN(c2cccc(Cl)c2)CC1)S(=O)(=O)c1cccs1	0.1	-0.9	-1	1	0	95	-2	-5	0	0
44	Nc1cc(=O)[nH]c(SCc2csc(-c3ccccc3)n2)n1	0.0	0.1	3	4	19*	99	-8	-3	-6	-6
45	Cc1ccc(S(=O)(=O)N2CCC(C(=O)Nc3ccccc3N3CCCC3)CC2)cc1C	0.2	-2.6	8	-3	2	97	.	-6	2	-7
46	COc1ccc(-c2nc(C(=O)NCCCN3CCOCC3)cc3c2[nH]c2ccccc23)cc1OC	-0.4	-1.0	2	5	-2	98	-3	.	27	.
47	Cc1ccc(-c2nn(-c3ccccc3)cc2CC(=S)N2CCOCC2)cc1	-0.1	0.2	-3	11	0	96	1	-5	3	6
48	COc1cccc(CN2CCN(C(=O)c3cccc4ccccc34)CC2)c1	0.0	1.1	-1	10	-6	97	-3	-2	-6	8
49	CSc1nc(Cl)c(C#N)c(-c2ccc(C)cc2)n1	1.9	-2.6	2	10	-4	97	-1	-9	0	-5
50	COc1ccccc1C(=O)NCC(=O)OCC(=O)N(CC(C)C)c1c(N)n(Cc2ccccc2)c(=O)[nH]c1=O	-0.3	-3.2	1	1	7	95	5	-14	-2	-6
51	CC(C)(C)C(=O)Nc1ncc(C(F)(F)F)cc1Cl	-0.3	-1.0	0	7	-3	90	11	-4	2	-8
52	O=C(O)c1cccc(NC(=O)c2ccccc2NC(=O)c2cccs2)c1	0.9	0.6	-1	9	1	99	1	-11	-1	-8
53	COc1cc(S(=O)(=O)N2CCCCC2)c(OC)cc1Br	0.0	-4.3	1	0	0	94	-14	-1	-8	-7

An excerpt from above in order of heavy-atom count, smallest number first:
No.	Molecule	aDG glyco act	MC4R ag barr	Glyco luc inh	MC4R antag cAMP	HTR2A ag	ABCB6 inh MLPCN	Vif inh	CaV13 FRET inh	H9c2 protect	PDI turbidity
17	Cc1csc(Nc2cccc3ccccc23)n1	-0.5	6.1	1	-5	0	102	.	-18	-7	-48
51	CC(C)(C)C(=O)Nc1ncc(C(F)(F)F)cc1Cl	-0.3	-1.0	0	7	-3	90	11	-4	2	-8
19	COC(=O)c1cc(C(=O)c2cccc(Cl)c2Cl)cn1C	0.3	-1.3	-1	12	0	95	-11	-3	-1	-5
22	CC(C)(C)NC(=O)CSc1nncn1NCc1ccccc1	0.0	-2.7	0	4	6	100	9	9	7	1
35	CCN(Cc1cc2cc(C)ccc2[nH]c1=O)S(=O)(=O)c1ccccc1	0.1	-0.9	1	-4	1	94	-26	-4	3	-2
46	COc1ccc(-c2nc(C(=O)NCCCN3CCOCC3)cc3c2[nH]c2ccccc23)cc1OC	-0.4	-1.0	2	5	-2	98	-3	.	27	.
